RXFP1 agonist: RXFP1 (human) receptor agonism; HEK293T-RXFP1 cAMP TR-FRET, 30 min; response scale: percent of porcine relaxin response, buffer zero; Potency, µM (highest dose often 57.5 µM), without a hit: top-dose activation, actives largely listed as activators; AID 2676; hit rate 0.3% among 370,000; Q9HBX9; also: potency is read from the fitted curve at half-maximal effect; % is scaled to controls: 0 for no effect and ±100 for the full control effect; nearly all actives have a fitted effect of over 60% in size; many of its hits are not listed in these tables
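cAMP rise read by TR-FRET after 30 min, 37C compound exposure (up to 58 uM) in RXFP1-transfected HEK293 cells with Ro 20174 present. EC50 from Hill-equation fits, with 29 nM porcine relaxin as 100% and buffer as basal.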
PI4K2A block: blocks human PI4K2A kinase activity; Q9BTU6; purified PI4K2A, ADP-Glo luminescence, 1 h; stronger effect = lower value; activity change, negative = inhibition, % at 76.9 µM; hit rate 0.13% among 420,000; AID 1346378; in the data active = activity change below about -50%; inconclusive = mostly about -30% to -49%;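 also: -100% = wells without enzyme as full effect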
Target sequence (Q9BTU6 whole entry, looked up): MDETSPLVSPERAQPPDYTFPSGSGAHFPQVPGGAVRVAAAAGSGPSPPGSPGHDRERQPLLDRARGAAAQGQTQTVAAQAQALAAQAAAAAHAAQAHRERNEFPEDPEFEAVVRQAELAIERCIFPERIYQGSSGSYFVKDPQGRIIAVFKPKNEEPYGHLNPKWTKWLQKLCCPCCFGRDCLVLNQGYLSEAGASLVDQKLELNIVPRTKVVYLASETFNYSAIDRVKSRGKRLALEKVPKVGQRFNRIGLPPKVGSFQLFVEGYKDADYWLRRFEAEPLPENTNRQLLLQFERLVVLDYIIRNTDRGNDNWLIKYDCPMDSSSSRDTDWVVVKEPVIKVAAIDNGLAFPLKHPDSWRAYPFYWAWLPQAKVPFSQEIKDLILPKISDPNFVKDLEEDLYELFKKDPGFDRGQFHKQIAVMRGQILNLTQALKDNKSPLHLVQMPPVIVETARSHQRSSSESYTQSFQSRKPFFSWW
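PI4K2A activity was measured by ADP-Glo luminescence: enzyme (4 ug/mL stock) and phosphatidylinositol (1.2 mM stock) in Tris pH 7.5/MgCl2/EGTA/Triton X-100 buffer were reacted with ATP (300 microM stock) for one hour at ambient temperature.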
LDHA inh: LDHA (human) enzyme inhibition; activity change, % (values are at about 110 or 230 µM); hit rate 0.15% among 480,000; P00338; purified LDHA, NADH/diaphorase-resazurin fluorescence; stronger effect = lower value; in the data active = activity change below about -30%; inconclusive = mostly about -25% to -30%;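 also: plate controls were DMSO wells for no effect and wells without enzyme for full effect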
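Remaining NADH was detected by diaphorase (0.133 mg/mL) converting 37 µM resazurin to fluorescent resorufin, read at 0 and 20 minutes. The preceding 5-minute room-temperature reaction used 2 nM LDHA, 0.2 mM sodium pyruvate and 0.06 mM NADH at pH 7.4.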
Vif-APOBEC3F blk: inhibitors of Vif-A3F interaction. HeLa A3F-eYFP + Vif (tagged APOBEC3F with the HIV-1 protein that degrades it), YFP fluorescence increase. Potency, µM (highest dose often 46.1 µM), for inactives: top-dose activity, negative = active. hit rate 0.2% among 390,000; also: potency is read from the fitted curve at half-maximal effect; % of control where 0% means no effect; nearly all actives have a fitted effect of over 65% in size
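HeLa cells stably expressing Vif plus C-terminally eYFP-tagged A3F were seeded, incubated overnight at 37 deg C, dosed with compound, incubated overnight again at 37 deg C. Yellow fluorescence (Ex 488/Em 500-530) reported blocked Vif-mediated A3F-eYFP degradation.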
IDH1 R132H inh: inhibitors of human mutant IDH1 R132H; IDH1-R132H enzyme, NADPH consumption, diaphorase/resazurin fluorescence; Potency, µM (doses to about 76.6 µM), for the others: at the top dose activity change, negative = inhibition, most hits filed as inhibitors; hit rate 0.093% among 390,000; also: potency is read from the fitted curve at half-maximal effect; % is scaled to controls: 0 for no effect and ±100 for the full control effect; nearly all actives have a fitted effect of over 65% in size
Target sequence (O75874 whole entry R132H, stated change not applied): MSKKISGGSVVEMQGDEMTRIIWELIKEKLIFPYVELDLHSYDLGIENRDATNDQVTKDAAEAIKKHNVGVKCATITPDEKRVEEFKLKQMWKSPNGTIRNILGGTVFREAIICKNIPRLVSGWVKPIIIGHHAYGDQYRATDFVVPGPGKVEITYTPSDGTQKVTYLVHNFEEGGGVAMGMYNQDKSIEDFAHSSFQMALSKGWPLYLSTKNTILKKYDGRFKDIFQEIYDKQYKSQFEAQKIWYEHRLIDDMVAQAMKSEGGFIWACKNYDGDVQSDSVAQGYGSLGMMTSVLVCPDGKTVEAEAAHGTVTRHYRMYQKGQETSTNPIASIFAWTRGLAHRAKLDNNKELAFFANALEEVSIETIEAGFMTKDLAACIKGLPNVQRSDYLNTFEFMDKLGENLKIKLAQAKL
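IDH1-R132H (0.5 ug/mL) preincubated 30 min with compound, then NADPH (0.016 mM) and alpha-KG (2 mM) added; 80 min at RT, pH 7.5. Remaining NADPH coupled via diaphorase/resazurin to fluorescence (540/590 nm); concentration-response curves normalized to no-enzyme control.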
Glioma ERSR ind: ER stress response induction in glioma | Potency, µM, for the others: top-dose activation, most hits filed as activators | hit rate 0.02% among 420,000 | U87-MG GRP78 promoter luciferase reporter, 16 h; also: potency is read from the fitted curve at half-maximal effect; series mostly up to about 76 µM; % of control where 0% means no effect; nearly all actives have a fitted effect of over 35% in size
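Stably transfected U87-MG glioma cells carrying a GRP78-based luciferase sensor; 16 h compound incubation. Luminescence end-point read 10 min after Bright-Glo addition at room temperature.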
TrxR1 substrate: substrates of rat thioredoxin reductase 1; O89049; purified TrxR1 substrate turnover, NADPH consumption readout; Potency, µM (highest dose often 114 µM), inactives show top-dose activity change, negative = substrate turnover; hit rate 0.01% among 390,000; AID 588456; also: potency is read from the fitted curve at half-maximal effect; % is scaled to controls: 0 for no effect and ±100 for the full control effect; nearly all actives have a fitted effect of over 50% in size
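Rat TrxR1, dispensed at 90 nM, was prereduced with 400 uM NADPH (final) for 5 min at ~22 deg C, then incubated with compound 15 min before 400 uM selenite. A first-read NADPH fluorescence drop versus no-compound background flagged substrates.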
Vif-A3G inh: Vif-A3G binding inhibition; HeLa A3G-eYFP + Vif (tagged APOBEC3G with the HIV-1 protein that degrades it), YFP fluorescence, overnight; Potency, µM (highest dose often 46.1 µM), for inactives: at the highest dose activity, negative = active, actives largely listed as inhibitors; hit rate 0.076% among 410,000; AID 602310;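 also: potency is read from the fitted curve at half-maximal effect; % is scaled to controls: 0 for no effect and ±100 for the full control effect; nearly all actives have a fitted effect of over 60% in size; hits raise eYFP signal because A3G escapes Vif-driven loss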
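HeLa cells stably expressing Vif and C-terminally eYFP-tagged A3G, seeded overnight at 37 deg C, then exposed to compound by pintool overnight at 37 deg C. Rise in yellow fluorescence (Ex 488/Em 500-530, Acumen) marks blocked Vif-driven A3G degradation.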
USP1-UAF1 inh: inhibitors of human USP1/UAF1 deubiquitinase; recombinant USP1/UAF1, Ub-Rhodamine cleavage fluorescence; hit rate 0.23% among 390,000; Potency, µM (top dose mostly 57.1 µM), without a hit: at the top dose activity change, negative = inhibition, most hits filed as inhibitors; O94782; also: potency is read from the fitted curve at half-maximal effect; % is scaled to controls: 0 for no effect and ±100 for the full control effect; nearly all actives have a fitted effect of over 60% in size; inactives centre near -12
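In this screen, compounds sit with the deubiquitinase complex (1nM) for 15 min at room temperature before Ub-Rho is added at 150nM final. Fluorescence rise is then followed for 6 reads every 60 seconds.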
* hit, by the source's call; ? = inconclusive; . = no result given; & = joins results of further samples; [ ] = another dose, or the depositor's remark. Unless noted, calls follow the shape of the dose curve; as a rule, active = well fitted curve in the direction sought with a large enough effect; inconclusive = small, poorly fitted or top-dose-only effect, or another doubt; inactive = no such curve, though single readings can be large; an effect the other way counts as inactive or inconclusive.

The opening 4 entries, to show the layout:
SMILES	RXFP1 agonist	PI4K2A block	LDHA inh	Vif-APOBEC3F blk	IDH1 R132H inh	Glioma ERSR ind	TrxR1 substrate	Vif-A3G inh	USP1-UAF1 inh
CN1CCN(CC(O)COc2ccc(C34CC5CC(CC(C5)C3)C4)cc2)CC1 (stereo not drawn)	0.0%	1.6	-7.1	-17.8%	-11.2%	-10.5%	8.6%	-12.8%	-18.8%
CC(=O)Nc1ccc(S(=O)(=O)N2CCN(CC(=O)N3CCOCC3)CC2)cc1	-1.5%	-0.1	-4.2	1.2%	0.1%	-3.9%	11.4%[57.1 µM]	-0.8%	-6.3%
CC(C)Nc1ncnc2c1cnn2Cc1ccccc1Cl	0.1%	-0.9	1.2	-1.5%	6.3%	-3.9%	-6.3%	-1.8%	2.8%
COc1ccccc1/C=C/c1nc(C#N)c(N2CCCCC2)o1	19.6%	-0.3	-0.2	.	.	.	342.7%[activator]	.	-8.7%

The list itself, repeating the preview:
SMILES	RXFP1 agonist	PI4K2A block	LDHA inh	Vif-APOBEC3F blk	IDH1 R132H inh	Glioma ERSR ind	TrxR1 substrate	Vif-A3G inh	USP1-UAF1 inh
CN1CCN(CC(O)COc2ccc(C34CC5CC(CC(C5)C3)C4)cc2)CC1 (stereo not drawn)	0.0%	1.6	-7.1	-17.8%	-11.2%	-10.5%	8.6%	-12.8%	-18.8%
CC(=O)Nc1ccc(S(=O)(=O)N2CCN(CC(=O)N3CCOCC3)CC2)cc1	-1.5%	-0.1	-4.2	1.2%	0.1%	-3.9%	11.4%[57.1 µM]	-0.8%	-6.3%
CC(C)Nc1ncnc2c1cnn2Cc1ccccc1Cl	0.1%	-0.9	1.2	-1.5%	6.3%	-3.9%	-6.3%	-1.8%	2.8%
COc1ccccc1/C=C/c1nc(C#N)c(N2CCCCC2)o1	19.6%	-0.3	-0.2	.	.	.	342.7%[activator]	.	-8.7%
COc1cccc(CC(=O)Nc2nc(-c3cc(OC)ccc3OC)cs2)c1	4.4%	2.9	-2.0	-7.2%	3.7%	1.9%	-8.1%[57.1 µM]	-1.3%	-20.0%
Cn1c(CNC(=O)CNC(=O)Cc2ccc(F)cc2)cc(=O)n(C)c1=O	12.0%	-3.2	-2.7	-0.1%	-6.0%	0.5%	1.0%	-1.8%	-28.5%
O=C(c1ccc(CSc2nc3ccncc3n2Cc2ccccc2)cc1)N1CCCCCC1	11.9%	-1.7	-2.4	0.3%	0.0%	1.5%	-5.8%	-3.4%	-11.0%
CSc1ccc(CCNC(=O)c2cc(-c3ccccc3)c(N3CCOCC3)s2)cc1	3.4%	5.3	0.2	-11.0%	-4.2%	-2.0%	12.8%	-5.2%	?
CC(=O)Nc1ccc(Oc2ncccn2)c(Cl)c1	0.7%	-8.6	-0.9	.	0.3%	1.0%	8.7%	-1.4%	-4.3%
Cc1c(/C(O)=C2/C(=O)C(=O)N(CCN3CCOCC3)C2c2cccs2)cnn1-c1ccccc1 (stereo not drawn)	25.2%	5.9	-0.9	-34.5%	-0.3%	0.5%	3.7%[57.1 µM]	-0.4%	-20.2%
COc1ccc(CNC(=O)CN(C(=O)c2csnn2)c2cccc3ccccc23)cc1	-1.8%	-3.6	2.5	-8.0%	6.9%	-3.8%	0.2%[57.1 µM]	0.0%	-11.4%
COc1ccc(CN(Cc2cc3cccc(C)c3[nH]c2=O)C(=O)N(C)C)cc1	3.9%	-1.4	-3.4	2.3%	12.9%	-0.2%	1.1%[57.1 µM]	1.8%	-3.5%
CCN(CC(=O)Nc1ccc(NC(C)=O)cc1)C(=O)c1ccccc1Sc1ccccc1C#N	1.3%	-2.4	-3.4	-5.9%	-6.2%	-1.6%	-12.8%	-4.1%	0.9%
O=C(Nc1ccncc1)c1ccc2c(c1)C(=O)N(C1CCCCC1)C2=O	-0.2%	9.4	-0.7	3.3%	6.2%	-12.5%	1.6%	4.5%	-19.3%
COCC(=O)Nc1ccc(F)cc1	2.5%	-1.2	-2.3	2.6%	2.4%	-3.9%	4.3%[57.1 µM]	1.0%	-13.5%
CC1(C(=O)Nc2cnc3ccccc3c2)CCN1Cc1ccc2ccccc2c1 (stereo not drawn)	.	-0.6	-1.4	.	.	-5.3%	.	-12.6%	.
Cc1ccccc1NC(=O)COC(=O)c1ccccc1OCC(=O)Nc1ccc(Br)cc1	.	.	-3.8	.	.	-1.7%	-3.3%	-0.8%	.
O=C(CCCN1C(=O)/C(=C/c2ccccc2Cl)SC1=S)NNC(=O)c1ccccc1Cl	-0.1%	3.7	-3.4	-10.6%	-0.4%	-13.5%	-5.4%[57.1 µM]	-18.8%	-12.6%
COc1ccc(CCN2CC(C(=O)NCc3cccc(F)c3)CCC2=O)cc1 (stereo not drawn)	.	-1.8	-4.2	5.1%	5.2%	1.3%	.	0.1%	-21.8%
CN(C(=O)CSc1nnc(COc2ccccc2)o1)c1ccccc1	0.0%	-1.5	1.3	0.1%	0.0%	-4.8%	-15.3%	2.1%	-23.1%
COc1ccccc1CNC(=O)CS(=O)(=O)c1cccc2nsnc12	0.0%	-13.7	-2.0	9.3%	-6.3%	-2.5%	2.1%[57.1 µM]	-2.7%	-14.1%
CCOC(=O)c1cc2c(=O)[nH]c(C(Cl)(Cl)Cl)nc2o1	1.5%	1.7	-0.2	-0.9%	-6.1%	-2.9%	-1.8%	-10.9%	-22.5%
O=C(CCl)N(O)c1ccc(C=Cc2ccccc2)cc1	.	20.7	3.9	15.8%	1.8%	-3.5%	0.3%[11.4 µM]	1.3%	-5.4%
O=S(=O)(Nn1cnnc1)c1ccccc1	1.2%	-18.6	-0.6	-1.5%	13.5%	-1.2%	-4.9%	-2.0%	-3.3%
COCCN(C(=O)c1cc(S(=O)(=O)N2CCCCC2)ccc1Cl)c1c(N)n(CC(C)C)c(=O)[nH]c1=O	-1.7%	1.0	0.1	-6.8%	-7.7%	-0.5%	-13.2%	-1.0%	-16.2%
O=C(Nc1cccc(C(F)(F)F)c1)N(Cc1ccc(Cl)cc1)CC(O)C(F)(F)F (stereo not drawn)	-1.7%	2.8	-2.5	-0.1%	1.0%	-5.2%	-13.1%	-8.9%	-17.6%
O=C(Nc1ncccc1O)c1c(O)c2ccccc2[nH]c1=O	-2.0%	-3.0	4.2	-11.4%	-0.8%	-2.6%	-9.5%	4.0%	-12.3%
Cn1c(=O)n(Cc2ccc(Br)cc2)c2ccccc21	1.6%	3.3	-9.4	1.0%	-11.4%	-1.0%	-8.5%[57.1 µM]	7.0%	-16.2%
Cn1cnnc1SCC(=O)Nc1cccc(C(=O)O)c1	-0.1%	-0.4	0.0	-2.8%	1.2%	-2.1%	10.7%	-3.3%	-7.1%
CN1CCN(C(=O)CCn2c(=O)c3cccn3c3cccnc32)CC1	11.9%	10.5	-2.9	-0.5%	5.1%	-4.0%	5.2%	-0.2%	-7.2%
O=S(=O)(Nc1cccc(-c2ccc(N3CCCCC3)nn2)c1)c1cccs1	2.5%	-1.4	-2.1	2.4%	-6.2%	-0.7%	-2.0%[57.1 µM]	-1.5%	-22.5%
O=C1NC2(CCCCCC2)C(=O)N1Cc1ccccc1Br	0.3%	0.0	-6.9	-10.6%	-9.0%	-3.8%	4.8%	0.8%	?
COc1ccc2oc(C(=O)OCC(=O)N(C)c3ccccc3)c(C)c2c1	-0.4%	0.3	-1.3	-6.6%	3.5%	1.8%	16.6%[57.1 µM]	-2.0%	-4.3%
Cc1ccc2nc(-c3ccco3)c(Cc3cccc(F)c3)n2c1	.	-16.2	3.2	.	.	0.6%	.	?	.
COc1ccc(-c2ccc(NS(=O)(=O)c3ccc(OC)c(OC)c3)cc2)nn1	2.6%	3.8	4.6	2.2%	20.5%	0.6%	-1.0%[57.1 µM]	2.0%	-9.5%
CC1CCN(CC(O)COc2ccc(OCC(O)CN3CCC(C)CC3)cc2)CC1 (stereo not drawn)	0.0%	1.8	0.2	-30.6%	-5.6%	-2.1%	7.8%	-2.9%	-20.6%
Cc1c(C(=O)NCc2ccc([N+](=O)[O-])cc2)sc(=O)n1Cc1ccc(-c2ccccc2)cc1	.	0.6	-4.4	.	.	-1.3%	.	-2.2%	.
O=C1/C(=C/c2ccc(F)cc2)SC(=S)N1CCCC(=O)N1CCCCC1CCO (stereo not drawn)	-0.7%	10.2	1.6	-9.8%	5.1%	-5.6%	-6.9%	2.3%	?
CCc1cccc(NC(=O)C(CC(C)C)NS(=O)(=O)c2ccc3c(c2)oc(=O)n3C)c1 (stereo not drawn)	-2.3%	0.3	-7.9	-1.9%	-15.0%	-1.1%	-7.2%	-3.1%	-25.8%
COc1ccccc1N1CCN(CCN(C(=O)c2ccc(F)cc2)c2ccccn2)CC1	0.0%	-9.1&3.1	-2.9	1.7%	2.1%	-5.0%&-1.4%	3.6%[57.1 µM]	2.3%	-20.9%
CCOC(=O)Nc1ccc2c(c1)N(C(=O)CCN(C)C)c1ccccc1CC2	-2.6%	-0.4	-4.9	-11.9%	-7.5%	?	-13.1%	-11.2%	-0.5%

Compound activity from PubChem.

These rows are one share of the data, so the mix of outcomes need not match the whole.
